Compound activity as filed in PubChem.
KinaseGlo FLuc – Counterscreen for Luciferase (Kinase-Glo TM) Inhibition; Luciferin 4-monooxygenase (Photuris pensylvanica), Q27757; Kinase-Glo luciferase, ATP luminescence, 8 min; Potency, µM (series often up to 38.3 µM), for the others: top-dose activity change, negative = inhibition, actives largely listed as inhibitors; hit rate 0.28% among 200,000; AID 1379, 2008; note: potency is the fitted concentration of half-maximal effect; % is set by controls: 0 for no effect and ±100 for the full control effect; nearly all actives have a fitted effect of over 60% in size
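Light output from Kinase-Glo luciferase with luciferin and 10 uM ATP in 50 mM imidazole pH 7.2, KCl, MgCl2, Tween 20, BSA; compound pin-delivered, 8-min ambient incubation, then luminescence read.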
IMPase Li cell – qHTS Assay for Identifying the Cell-Membrane Permeable IMPase Inhibitors: Potentiation with Lithium; Potency, µM (doses to about 59.4 µM), for inactives: at the highest dose activity, negative = IMPase inhibition, most hits filed as inhibitors; CHO-M1 cells, IP1 TR-FRET (IP-One), carbachol + lithium; AID 1457, 2008; hit rate 0.35% among 210,000;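 note: IP1 builds up when IMPase is blocked and the TR-FRET signal falls; potency is the fitted concentration of half-maximal effect; plate controls were basal vehicle for no effect and high inhibitor control for full effect; nearly all actives have a fitted effect of over 50% in size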
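Lithium-sensitised IP1 accumulation assay; M1-expressing CHO cells treated 30 min at 37C with compound. Competitive antibody detection by time-resolved FRET followed a 10 min room-temperature lysis step.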
Lamin A splicing – qHTS Assay for Modulators of Lamin A Splicing. HeLa LMNA splicing GFP/RFP minigene ratio, 48 h. Potency, µM (titrated, usually from 46.1 µM), for inactives: at the top dose ratio change, negative = inhibition, actives largely listed as inhibitors. AID 1487, 2009. hit rate 0.01% among 200,000; active = well fitted inhibition curve with a large enough effect in the signal ratio, with a control signal flat, not every such curve was filed as active; inconclusive = small, poorly fitted or top-dose-only effect, or effect the other way, or a change in a side signal; the % refers to the signal ratio; note: potency is the fitted concentration of half-maximal effect; % is set by controls: 0 for no effect and ±100 for the full control effect
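S3 HeLa stable clones carrying a lamin A-EGFP splicing minigene plus DsRed2 were seeded at 600 cells/well in Opti-MEM with 2% FBS, pin-dosed and incubated 48 h at 37°C. Acumen cytometry (488 nm) gave the GFP/RFP total-intensity ratio.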
CBFb-RUNX1 inh – qHTS Assay for Compounds Blocking the Interaction Between CBF-beta and RUNX1 for the Treatment of Acute Myeloid Leukemia. 230,000 tested, under 10 active. AlphaScreen CBFb-His/RUNX1-biotin binding, biochemical. Potency, µM (titrated, usually from 59.8 µM), for the others: at the top dose activity, negative = inhibition, actives largely listed as inhibitors. AID 1477, 2009; note: % of control where 0% means no effect
Target sequence (Q01196 whole entry, looked up): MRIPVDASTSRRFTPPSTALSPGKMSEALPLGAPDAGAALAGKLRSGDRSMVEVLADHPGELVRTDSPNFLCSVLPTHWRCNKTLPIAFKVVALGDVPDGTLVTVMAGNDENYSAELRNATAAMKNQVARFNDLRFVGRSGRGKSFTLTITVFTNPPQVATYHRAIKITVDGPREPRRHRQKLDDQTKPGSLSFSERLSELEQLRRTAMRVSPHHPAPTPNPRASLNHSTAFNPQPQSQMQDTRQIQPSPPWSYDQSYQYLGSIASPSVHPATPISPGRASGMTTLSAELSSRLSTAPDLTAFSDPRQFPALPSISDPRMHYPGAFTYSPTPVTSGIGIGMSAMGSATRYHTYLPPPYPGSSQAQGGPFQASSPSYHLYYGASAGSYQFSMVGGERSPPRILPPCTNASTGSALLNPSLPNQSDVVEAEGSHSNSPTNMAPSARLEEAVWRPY
Target sequence (Q13951 whole entry, looked up): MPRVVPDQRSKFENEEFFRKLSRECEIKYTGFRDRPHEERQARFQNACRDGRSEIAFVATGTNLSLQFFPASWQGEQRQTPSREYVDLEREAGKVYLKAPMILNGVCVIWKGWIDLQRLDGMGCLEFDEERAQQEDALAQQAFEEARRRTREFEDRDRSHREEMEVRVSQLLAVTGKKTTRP
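His-tagged CBF-beta and biotinylated RUNX1 (30 nM each) were premixed 20 min at room temperature, exposed to compound for 15 min, then given nickel-chelate and streptavidin AlphaScreen beads (50 ng each). After 90 min, AlphaScreen signal was read.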
HttQ103 aggreg – qHTS Multiplex Assay to Identify Dual Action Probes in a Cell Model of Huntington: Aggregate Formation (GFP) | PC12 HttQ103-GFP aggregates, Acumen cytometry, 40 h | Potency, µM (series often up to 46.1 µM), without a hit: top-dose activity change, negative = inhibition, actives largely listed as inhibitors | hit rate 1.1% among 220,000 | AID 1688, 2009; note: potency is the fitted concentration of half-maximal effect; % is set by controls: 0 for no effect and ±100 for the full control effect; nearly all actives have a fitted effect of over 60% in size
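Inducible Q103 Huntingtin exon 1–GFP PC12 line, 1500 cells/well in phenol red free DMEM with 5% equine and 5% calf serum. Tebufenozide 100 nM induced expression; compounds titrated; aggregates quantified by cytometry.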
Epigenetic derep – Quantitative High-Throughput Screen for Regulators of Epigenetic Control; murine LDR cells, GFP reporter derepression, 30 h; Potency, µM (titrated, usually from 53.9 µM), for the others: at the highest dose GFP activation, hits mostly activators; hit rate 0.2% among 280,000; note: potency is the fitted concentration of half-maximal effect; % of control where 0% means no effect; nearly all actives have a fitted effect of over 60% in size
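Derepression of a silenced CMV-GFP reporter in murine LDR cells is scored by enumerating GFP-positive cells with a laser-scanning microplate cytometer after 30 hours of treatment at 37 C.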
NPSR antagonist – qHTS Assay for Antagonists of the Neuropeptide S Receptor: cAMP Signal Transduction. CHO-NPSR cells, cAMP TR-FRET, antagonist mode. Potency, µM (series often up to 38.3 µM), for inactives: at the top dose activity change, negative = inhibition, hits mostly inhibitors. hit rate 1% among 220,000; note: potency is the fitted concentration of half-maximal effect; % is set by controls: 0 for no effect and ±100 for the full control effect; nearly all actives have a fitted effect of over 50% in size; many of its hits are not listed in these tables
Target sequence (Q6W5P4 whole entry, looked up): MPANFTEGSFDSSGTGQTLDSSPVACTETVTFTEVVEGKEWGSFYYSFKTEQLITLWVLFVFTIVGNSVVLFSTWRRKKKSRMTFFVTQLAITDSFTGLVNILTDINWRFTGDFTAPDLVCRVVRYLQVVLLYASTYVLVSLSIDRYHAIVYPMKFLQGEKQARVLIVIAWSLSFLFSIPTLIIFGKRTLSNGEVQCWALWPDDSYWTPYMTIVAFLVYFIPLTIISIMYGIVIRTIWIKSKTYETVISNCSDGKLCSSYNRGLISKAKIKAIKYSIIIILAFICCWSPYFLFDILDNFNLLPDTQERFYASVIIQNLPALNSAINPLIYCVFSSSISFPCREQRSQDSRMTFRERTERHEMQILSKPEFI
* marks the source's active call; other numbers are inactive results; ? = inconclusive; nt = no result given; & = joins results of further samples; [ ] = dose if it differs, or a comment. Unless noted, calls come from the whole dose curve; as a rule, active = well fitted curve in the direction sought with a large enough effect; inconclusive = small, poorly fitted or top-dose-only effect, or another doubt; inactive = no such curve, though single readings can be large; an effect the other way counts as inactive or inconclusive. An excerpt. The share of hits here may be higher or lower than overall.

SMILES	KinaseGlo FLuc	IMPase Li cell	Lamin A splicing	CBFb-RUNX1 inh	HttQ103 aggreg	Epigenetic derep	NPSR antagonist
CCCCc1ccc(-c2csc(/C(C#N)=C/c3ccc(C)o3)n2)cc1	5.7%	6.8%[38.3 µM]	0.9%	1.6%	-8.0%	-1.2%	-8.9%[46.1 µM]
CCOCC(=O)Nc1ccccc1C(=O)OCC	1.7%	14.2%[38.3 µM]	8.1%	2.9%	6.1%	1.8%	-3.3%[46.1 µM]
Cc1sc(NC(=O)C2CCCCC2C(=O)O)c(C(N)=O)c1-c1ccc(C(C)(C)C)cc1 (configuration not stated)	-1.5%	-9.6%[38.3 µM]	-5.5%	0.3%	-3.2%	-1.1%	?
O=C(O)c1nn(-c2cccc(Cl)c2)c(=O)cc1O	2.7%	-3.9%	3.5%[46 µM]	-4.6%	3.0%	-2.0%	8.2%
O=C(O)c1ccc(OCC(O)Cn2cnc3ccccc32)cc1 (configuration not stated)	2.0%	-9.0%[38.3 µM]	7.0%	-3.0%	13.1%	-0.7%	2.1%[46.1 µM]
Cc1ccc(-c2csc(NC(=O)C3=NN(C4CCS(=O)(=O)C4)C(=O)CC3)n2)cc1 (configuration not stated)	nt	nt	nt	16.0%	10.6%[9.22 µM]	-1.8%	11.0%
COc1ccc(-c2cc(C(F)(F)F)n3ncc(C(=O)O)c3n2)cc1OC	3.1%	-17.7%[38.3 µM]	?	7.7%	-3.5%	1.0%	-22.3%[46.1 µM]
CSc1ccccc1NC(=O)Cc1ccccc1	3.3%	-1.1%	nt	14.2%	12.6%	-3.4%	2.5%
O=C(Nc1ccn(Cc2c(F)c(F)c(F)c(F)c2F)n1)c1cccc(Cn2cc([N+](=O)[O-])cn2)c1	-1.3%	1.8%[38.3 µM]	-5.7%	0.9%	17.1%	0.0%	-24.9%[46.1 µM]
COc1ccc(Cl)cc1NC(=O)CSc1nncn1-c1cccnc1	1.4%	3.9%	-16.5%	2.2%	1.5%	-8.3%	-8.8%[46.1 µM]
COC(=O)c1[nH]c2ccccc2c1NS(=O)(=O)c1ccc(OC)cc1OC	-0.2%	4.5%	-9.1%	13.1%	1.4%	-3.4%	-8.0%[46.1 µM]
C/C(=C\c1cc(C(=O)O)c(C)o1)CO	-6.4%	23.2%[38.3 µM]	10.5%	1.2%	15.5%	0.0%	-10.5%[46.1 µM]

2 compounds from above, showing only NPSR antagonist:
Molecule	NPSR antagonist
CSc1ccccc1NC(=O)Cc1ccccc1	2.5%
O=C(Nc1ccn(Cc2c(F)c(F)c(F)c(F)c2F)n1)c1cccc(Cn2cc([N+](=O)[O-])cn2)c1	-24.9%[46.1 µM]

Further structures:
SMILES	KinaseGlo FLuc	IMPase Li cell	Lamin A splicing	CBFb-RUNX1 inh	HttQ103 aggreg	Epigenetic derep	NPSR antagonist
Cn1cccc1/C=N/N1CCN(Cc2cccc3ccccc23)CC1	nt	nt	nt	-19.2%	9.1%[9.22 µM]	1.6%	-12.7%
COc1ccc(NC(=O)Nc2ccccn2)cc1OC	nt	nt	nt	-1.9%	8.9%[9.22 µM]	0.3%	56.3%
COC(=O)c1cccc(NC(=O)c2ccccc2)c1	nt	nt	nt	7.9%	-3.3%[9.22 µM]	0.3%	-4.0%
O=C(CSc1nccc(=O)[nH]1)c1ccccc1Br	-3.6%	-14.3%[38.3 µM]	-2.6%	-9.2%	13.7%	1.3%	?
COc1ccc(C2CC(=O)Nc3sc(=N)c4c(N)c(C#N)c(N)nc4c32)cc1OC (configuration not stated)	7.3%	3.8%[38.3 µM]	?	-5.4%	?	1.0%	-7.6%[46.1 µM]
Cc1c(NC(=O)C(C)n2cc([N+](=O)[O-])cn2)c(=O)n(-c2ccccc2)n1C (configuration not stated)	0.0%	-11.7%	?	-7.2%	9.2%	0.0%	9.7%
CCOc1c(Cl)cc(CNCC(O)c2ccccc2)cc1OC (configuration not stated)	1.6%	0.9%	nt	1.7%	4.3%	-1.5%	-0.2%
O=C(CCCSc1ccccc1)Nc1nc(-c2ccco2)c(-c2ccco2)s1	-1.8%	7.7%	-12.9%	?	-11.8%	0.0%	?
Brc1ccccc1-n1nnc(-c2nccs2)n1	nt	-0.4%	nt	10.4%	-8.9%[9.22 µM]	0.0%	2.8%
CC(=O)N1N=C(c2ccccc2)CC1c1ccccc1[N+](=O)[O-] (configuration not stated)	0.9%	4.0%	?	-4.4%	-9.0%	-1.1%	10.2%
Cc1ccc(-c2nnc(-c3ccc(NC(=O)Cc4cccs4)cc3)o2)cc1	-1.0%	-11.9%[38.3 µM]	17.4%	-3.3%	-3.6%	6.3%	-5.8%[46.1 µM]
CC(C)CCNC(=O)COc1ccc(C(=O)c2ccccc2)cc1	-0.6%	10.1%	-27.5%[46 µM]	6.0%	?	-1.4%	-18.2%
CCCN(CCC)S(=O)(=O)c1ccc(NC(=O)c2cc(C(=O)OC)cc([N+](=O)[O-])c2)cc1	2.9%	23.6%[38.3 µM]	11.7%	-0.6%	8.8%	-1.1%	-9.1%[46.1 µM]
OCCC1CN(Cc2cn[nH]c2C2CCCCC2)CCN1C1CCCC1 (configuration not stated)	2.4%	7.8%	nt	-2.4%	-23.7%[9.22 µM]	-0.1%	-26.7%
CCCCCNC(=O)N[C@H](C(=O)O)C(C)C	5.2%	-6.6%	-6.2%	0.1%	10.1%	3.0%	5.7%
O=C(Cc1ccccc1)c1c[nH]c(C(=O)O)c1	-6.0%	-10.0%	nt	-2.7%	-33.0%	3.9%	23.0%
COc1ccc(N2CCCn3c2nc2c3c(=O)n(Cc3ccccc3F)c(=O)n2C)c(OC)c1	1.9%	13.0%[38.3 µM]	-6.0%	-8.9%	-17.0%	0.7%	-19.7%[46.1 µM]
COc1cc(OC)c(S(=O)(=O)Nc2ccccc2N2CCOCC2)cc1NC(C)=O	-0.9%	-3.3%	nt	3.2%	6.5%[9.22 µM]	1.1%	-7.3%
CC(C)c1cc(-c2n[nH]c(=S)n2Cc2ccccc2)cs1	-4.2%	-7.2%[38.3 µM]	-0.1%	-3.2%	13.0%	1.7%	-3.7%[46.1 µM]
CC(=O)Nc1cc(C(=O)NCCN2CCN(Cc3ccccc3)CC2)ccc1Sc1ccc(C)cc1	2.9%	3.2%	?	-8.6%	-26.6%	-1.3%	-3.5%
S=C(NCc1ccncc1)NC1CCCC1	1.6%	0.8%	nt	1.6%	2.7%	-0.4%	21.3%
Cc1ccc(S(=O)(=O)N[C@@H](C)C(=O)N2CCC(C(=O)N3CCC[C@H]3C(=O)O)CC2)cc1	3.8%	-4.9%[38.3 µM]	?	3.3%&-0.3%	-6.0%	-1.0%&-1.1%	-4.9%[46.1 µM]
O=C(CCN1C(=O)COc2ccccc21)NCCCN1CCN(c2ccc(F)cc2)CC1	-2.8%	-8.2%[38.3 µM]	-11.9%	-1.6%	-4.6%	0.8%	4.3%[46.1 µM]
Cc1[nH]c(=S)c(C#N)c2c1CCCC2	-2.9%	-1.2%	nt	-10.4%	3.4%	-0.4%	12.5%
S=C(NCCc1ccc(Cl)cc1)NCc1ccco1	-0.5%	6.3%	-11.6%[46 µM]	-4.9%	11.4%	-1.5%	-12.6%
CC(NC(=O)COC(=O)c1ccc(N(C)C)cc1)c1ccccc1 (configuration not stated)	1.0%	6.0%	-32.2%[46 µM]	3.3%	-4.3%	-0.2%	3.7%
C[C@@]12CC(=O)NC1N(C(=O)c1ccccc1)C(c1ccccc1OC(=O)c1ccccc1)C2 (some centres not stated)	18.2%	35.2%[38.3 µM]	4.1%	1.9%	5.0%	-9.7%	-18.2%[46.1 µM]
COC(=O)c1ccsc1NC(=O)CN1CCN(Cc2ccc3c(c2)OCO3)CC1	-3.1%	5.7%[38.3 µM]	7.0%	2.3%	9.3%	-0.2%	-10.3%[46.1 µM]
COC(=O)c1cc(NC2c3ccccc3C(=O)N2CCN2CCOCC2)cc(C(=O)OC)c1 (configuration not stated)	-5.0%	-4.2%[38.3 µM]	-1.3%	2.3%	21.5%	-0.9%	?
Cc1nn(-c2ccc(F)cc2)c2sc(C(=O)OC3CCOC3=O)cc12 (configuration not stated)	1.0%	2.7%[38.3 µM]	15.5%	2.8%	10.7%	0.0%	?
C=CCc1ccc(OCC(O)CN2CCN(Cc3ccccc3)CC2)c(OC)c1 (configuration not stated)	0.8%	3.0%	-13.8%[46 µM]	3.6%	?	?	14.0%
COc1ccc(OC)c(N(CC(=O)Nc2cccnc2)S(=O)(=O)c2ccc(OC)c(OC)c2)c1	0.6%	22.9%[38.3 µM]	-6.5%	-1.6%	-11.9%	0.0%	-6.8%[46.1 µM]
O=C(Oc1ccc(-c2csnn2)cc1)C1CC1	nt	nt	nt	9.4%	-5.0%[9.22 µM]	-2.3%	-11.9%
CCn1c(CSc2nc3ccccc3[nH]2)n[nH]c1=S	-0.5%	4.1%[38.3 µM]	22.2%	0.7%	5.3%	0.8%	-2.6%[46.1 µM]
Cc1ccc(SCC(=O)O/N=C(\N)c2ccc([N+](=O)[O-])cc2)cc1	-2.2%	1.3%[38.3 µM]	0.6%[0.0737 µM]	-21.2%	-11.4%	-0.9%	-0.4%[46.1 µM]
O=C(COc1ccc2ccccc2c1Br)Nc1ncn[nH]1	10.6%	-21.6%[38.3 µM]	10.2%	-4.2%	2.7%	-2.6%	-9.9%[46.1 µM]
COc1cccc(CC2(CO)CCCN(Cc3cn[nH]c3C3CCCCC3)C2)c1 (configuration not stated)	-1.9%	15.8%	?	-2.8%	2.8%[9.22 µM]	3.9%	3.6%
Cc1cc(NC(=O)c2ccc([N+](=O)[O-])cc2Cl)ccc1NC(=O)c1ccco1	2.0%	-3.7%	-9.7%	13.2%	-10.7%	-1.6%	6.3%
O=C(O)CCCC(=O)NCc1c(Cl)cccc1Sc1ccc(Cl)cc1	nt	nt	nt	1.1%	-12.8%[9.22 µM]	4.9%	10.5%
CN(C)c1ccc(/C=C2\C(=O)Nc3ccccc32)cc1	-14.4%	22.7%&29.8%&35.2%&33.2%	28.2µM*	?	nt	?	?
